Assay outcomes as filed in PubChem BioAssay.
PI5P4Ka inh = blocks human PI5P4K alpha kinase activity. P48426. PI5P4Kalpha enzyme, ADP-Glo luminescence, 60 min; stronger effect = lower value. max response, %. actives 1.2% (n = 330,000). AID 652105; active = max response of -50% or lower; inconclusive = between -30% and -50%; inactive = -30% or higher; also: value at the top dose of about 77 µM; % is scaled to controls: 0 for no effect and ±100 for the full control effect
Target sequence (P48426 whole entry, looked up): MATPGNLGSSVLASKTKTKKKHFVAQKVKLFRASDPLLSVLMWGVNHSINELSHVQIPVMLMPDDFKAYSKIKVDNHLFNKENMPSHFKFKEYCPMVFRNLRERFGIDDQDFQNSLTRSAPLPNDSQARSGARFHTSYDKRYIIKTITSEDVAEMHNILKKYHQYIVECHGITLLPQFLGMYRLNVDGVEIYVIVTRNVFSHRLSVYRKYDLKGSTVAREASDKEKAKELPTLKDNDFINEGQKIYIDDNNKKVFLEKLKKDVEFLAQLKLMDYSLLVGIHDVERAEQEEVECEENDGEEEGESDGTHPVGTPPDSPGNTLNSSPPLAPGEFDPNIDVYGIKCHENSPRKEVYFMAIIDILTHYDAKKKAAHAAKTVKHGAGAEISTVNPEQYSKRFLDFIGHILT
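PI5P4Kalpha ADP-Glo assay; 5 microM ATP final; 60 min RT reaction; HEPES pH 7.4/EGTA/CHAPS, 5% DMSO; controls lacking substrate or enzyme; luminescent end-point.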
EPAC1 antag = antagonists of human EPAC1 | O95398 | EPAC1 GEF assay, Rap1b-BODIPY-GDP exchange fluorescence | Potency, µM (titrated, usually from 115 µM), inactives show top-dose activity change, negative = inhibition, usual class: inhibitors | actives 0.14% (n = 360,000);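 also: potency is read from the fitted curve at half-maximal effect; plate controls were vehicle for no effect and positive control for full effect; nearly all actives have a fitted effect of over 50% in size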
PLK1 PBD block = blocks phosphopeptide binding to human PLK1 polo-box domain; P53350; Plk1 PBD binding of FITC phosphopeptide, fluorescence polarization; Potency, µM, inactives show max response, negative = inhibition, actives largely listed as inhibitors; actives 2.8% (n = 360,000); also: potency is read from the fitted curve at half-maximal effect; series mostly up to about 57 µM; % is scaled to controls: 0 for no effect and ±100 for the full control effect; nearly all actives have a fitted effect of over 65% in size
Target sequence (P53350 whole entry, looked up, the tested form may be a part): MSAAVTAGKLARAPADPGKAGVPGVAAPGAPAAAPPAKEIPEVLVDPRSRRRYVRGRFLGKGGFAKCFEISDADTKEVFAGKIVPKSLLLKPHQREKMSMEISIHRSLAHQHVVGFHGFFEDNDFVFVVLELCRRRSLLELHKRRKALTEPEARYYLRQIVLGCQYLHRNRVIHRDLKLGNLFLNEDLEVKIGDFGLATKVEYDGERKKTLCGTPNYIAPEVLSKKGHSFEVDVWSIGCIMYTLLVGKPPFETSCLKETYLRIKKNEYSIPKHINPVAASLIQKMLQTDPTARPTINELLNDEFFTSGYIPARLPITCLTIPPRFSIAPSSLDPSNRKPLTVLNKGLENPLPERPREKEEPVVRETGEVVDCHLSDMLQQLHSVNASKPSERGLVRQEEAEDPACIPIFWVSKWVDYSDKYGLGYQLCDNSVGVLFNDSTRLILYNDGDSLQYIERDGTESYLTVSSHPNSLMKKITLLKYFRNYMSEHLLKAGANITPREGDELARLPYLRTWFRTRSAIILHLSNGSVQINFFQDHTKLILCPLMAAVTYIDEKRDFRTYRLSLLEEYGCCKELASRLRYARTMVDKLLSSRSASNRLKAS
EPAC1 agonist = agonists of human EPAC1; actives 0.073% (n = 360,000); O95398; EPAC1 agonist qHTS, biochemical assay; response scale: 100% = response to 6.5 mM cAMP; Potency, µM (series often up to 154 µM), without a hit: at the top dose activation, usual class: activators; AID 720707; also: potency is read from the fitted curve at half-maximal effect; nearly all actives have a fitted effect of over 60% in size
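Multi-concentration qHTS readout: loss of Rap1B-bound BODIPY-GDP fluorescence driven by 100 nM EPAC1 with excess GDP (50 uM), monitored kinetically at room temperature; agonist response expressed relative to 6.5 mM cAMP.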
IL2 activator = IL-2 activation; IL-2 activation reporter assay, cell-based qHTS; stimulated with anti-CD3/CD4/CD28 beads; in transgenic mouse T cells; activation, % (series mostly up to about 46 µM); actives 0.065% (n = 360,000); in the data active = activation above about 50%; inconclusive = mostly about 30% to 49%; also: 0% is about no effect
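Readout is EGFP and DsRed signal by fluorescent plate cytometry after 18 h at 37 degrees C. Transgenic mouse T cells (750/well) received compound for 60 min before bead stimulation (anti-CD3, anti-CD4, anti-CD28); memory T cells served as non-tolerant control.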
FUS yeast rescue = suppressors of FUS proteinopathy in yeast. S. cerevisiae FUS-expressing, growth rescue, OD600, 24 h. AID 1347120. Potency, µM (highest dose often 76.6 µM), for the others: at the highest dose growth rescue (activation), most hits filed as activators. actives 0.24% (n = 390,000);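 also: potency is read from the fitted curve at half-maximal effect; plate controls were DMSO vehicle for no effect and reference control for full effect; nearly all actives have a fitted effect of over 55% in size; some results filed as inactive show a strong effect at the top dose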
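Yeast expressing FUS under galactose induction, OD 0.005 in 2% galactose medium; compounds in a dilution series, 24 h at 30C. Growth rescue by absorbance at 600 nm; CP55940 positive control, DMSO negative.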
WRN helicase inh = blocks human WRN helicase; Q14191; WRN helicase unwinding, fluorescent forked duplex, kinetic; Potency, µM (top dose mostly 114 µM), without a hit: at the top dose activity change, negative = inhibition, usual class: inhibitors; actives 0.46% (n = 360,000); AID 651768; also: potency is read from the fitted curve at half-maximal effect; % is scaled to controls: 0 for no effect and ±100 for the full control effect; nearly all actives have a fitted effect of over 55% in size
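Primary qHTS, 1536-well format. 20 nM WRN + compound, 15 min RT; start with 100 nM forked fluorophore/quencher duplex, 2 mM ATP (final); kinetic read ex 525/em 598 nm.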
Abeta rescue = compounds reversing amyloid beta toxicity in yeast. yeast expressing A-beta42, growth rescue, OD600, 48 h; response scale: 0% DMSO, 100% iron-clioquinol control. Potency, µM (titrated, usually from 46.1 µM), for inactives: top-dose growth rescue, usual class: activators. actives 0.063% (n = 410,000). AID 1347071; also: potency is read from the fitted curve at half-maximal effect; nearly all actives have a fitted effect of over 55% in size
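Yeast growth medium received pinned compounds, then yeast cells expressing toxic A-beta were added; plates incubated at 30 C for 48 hr. Growth read as absorbance at 600 nm, normalized to DMSO and equimolar FeCl3 plus clioquinol controls.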
aSyn rescue = alpha-synuclein toxicity inhibition in yeast; actives 0.14% (n = 370,000); Yeast expressing alpha-synuclein, growth rescue, BacTiter-Glo, 24 h; Potency, µM (doses to about 46.1 µM), inactives show top-dose growth rescue (activation), hits mostly activators; also: potency is read from the fitted curve at half-maximal effect; % of control where 0% means no effect; nearly all actives have a fitted effect of over 65% in size
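Screening used galactose-induced yeast with toxic alpha-synuclein levels, exposed to compound for 24 hr at 30 deg C. Cell growth, read with BacTiter-Glo luminescence, gave the measured signal.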
* hit, by the source's call; ? = inconclusive; · = no result given; & = joins results of further samples; [ ] = dose if it differs, or a comment. Unless noted, calls follow the shape of the dose curve; as a rule, active = well fitted curve in the direction sought with a large enough effect; inconclusive = small, poorly fitted or top-dose-only effect, or another doubt; inactive = no such curve, though single readings can be large; an effect the other way counts as inactive or inconclusive.

SMILES	PI5P4Ka inh	EPAC1 antag	PLK1 PBD block	EPAC1 agonist	IL2 activator	FUS yeast rescue	WRN helicase inh	Abeta rescue	aSyn rescue
Cc1ncc(CN2CCC(C(=O)Nc3cccc(-c4cscn4)c3)CC2)cn1	1.8	-3.0%	1.8%	-7.4%	7.2	14.3%	-10.4%	10.1%	-1.8%
O=C(c1ccccc1)c1ccc(Cn2cc(-c3ccccc3)nn2)cc1	2.6	-2.1%	-1.9%	13.2%	-0.5	5.3%	-3.8%	13.5%	-11.6%
COc1ccccc1CNC(=O)C1(C)CCCCN1C (stereo unspecified)	6.0	2.8%	-11.0%	6.4%	-0.8	-27.4%	0.0%	-16.3%	1.5%
O=C(c1ccc(S(=O)(=O)NCC2CCCO2)cc1)N1CCN(c2ccccc2F)CC1 (stereo unspecified)	5.0	-4.3%	3.0%	0.2%	1.1	-2.5%	-10.2%	-1.0%	-1.5%
CCOC(=O)c1cc(-c2cc3ccccc3o2)n[nH]1	-10.2	-0.6%	-8.5%	-0.7%	-3.8	24.6%	-2.8%	-8.2%	-7.3%
O=c1ccn(Cc2ccccc2)c(SCc2ccccc2)n1	-1.9	0.7%	-11.7%	0.2%	4.5	·	-1.1%	-16.1%	-1.1%
CCOc1ccc(N=C2NC(=O)C(CC(=O)Nc3ccc(OC)cc3)S2)cc1 (stereo unspecified)	3.5	-11.6%	-6.8%	-3.7%	-2.7	-23.9%	-4.6%	0.0%	1.8%
COc1ccc(-c2nn(-c3ccccc3)cc2CNC[C@H]2O[C@@H](n3cnc4c(=O)[nH]c(N)nc43)[C@H](O)[C@@H]2O)cc1	19.1	2.7%	1.2%	-10.1%	-0.5	2.8%	1.2%	-3.3%	1.4%
COc1ccc(C=NNC(=S)NC23CC4CC(CC(C4)C2)C3)cc1OC	29.1	1.1%	7.3%	-0.5%	-6.1	·	-4.4%	15.4%	1.4%
O=C(N/N=C\c1ccc(Cl)s1)c1cccs1	-11.8	-1.1%	-2.5%	0.9%	-2.6	15.6%	-14.4%	5.3%	5.7%

Reprinted at random: three entries already listed, in no set order.
SMILES	PI5P4Ka inh	EPAC1 antag	PLK1 PBD block	EPAC1 agonist	IL2 activator	FUS yeast rescue	WRN helicase inh	Abeta rescue	aSyn rescue
COc1ccccc1CNC(=O)C1(C)CCCCN1C (stereo unspecified)	6.0	2.8%	-11.0%	6.4%	-0.8	-27.4%	0.0%	-16.3%	1.5%
O=C(N/N=C\c1ccc(Cl)s1)c1cccs1	-11.8	-1.1%	-2.5%	0.9%	-2.6	15.6%	-14.4%	5.3%	5.7%
CCOc1ccc(N=C2NC(=O)C(CC(=O)Nc3ccc(OC)cc3)S2)cc1 (stereo unspecified)	3.5	-11.6%	-6.8%	-3.7%	-2.7	-23.9%	-4.6%	0.0%	1.8%

Next results follow:
SMILES	PI5P4Ka inh	EPAC1 antag	PLK1 PBD block	EPAC1 agonist	IL2 activator	FUS yeast rescue	WRN helicase inh	Abeta rescue	aSyn rescue
O=C(O)COc1ccccc1/C=N/NC(=O)c1cccc(S(=O)(=O)Nc2cccc(Cl)c2)c1	-18.0	14.2%	1.2%	-9.3%	-3.2	24.4%	-17.2%	-2.5%	-8.4%
COc1ccc(Cn2c(C)c(C)c(C#N)c2NC(=O)Nc2ccc(F)cc2)cc1	-3.1	2.7%	-3.8%	-5.3%	-1.7	3.9%	1.4%	5.8%	-6.0%
CNC(=O)C(=O)Nc1ccc(C)cc1C	1.0	6.9%	-7.2%	9.2%	-0.2	-18.7%	4.4%	-13.1%	0.0%
CCc1ccc(S(=O)(=O)Nc2nnc(N)s2)cc1	0.8	1.3%	-9.1%	12.8%	6.6	-17.7%	8.2%	-4.6%	-1.6%
Cc1cc(OCc2nc(N)nc(N)c2-c2ccc(Cl)c(Cl)c2)ccc1[N+](=O)[O-]	3.0	-27.1%	-3.2%	20.8%	-0.6	·	-10.9%	-20.9%	-12.8%
O=C(c1ccc2c(c1)OCO2)N1CCN(CCN2C(=O)c3cccc4cccc(c34)C2=O)CC1	4.7	7.4%	-5.0%	14.0%	-1.9	6.2%	-1.8%	0.8%	3.1%
CCc1cccc2c3c([nH]c12)C(CC)(CC(=O)O)OCC3 (stereo unspecified)	-2.3	8.1%	-10.7%	-17.7%	0.7	-17.7%	9.9%	-17.2%	-2.8%&-6.9%
N#C/C(=C/c1ccccc1)C(=O)NCc1ccccc1	9.0	3.5%	-9.6%	13.2%	0.1	-3.2%	-4.7%	7.8%	2.0%
O=C(Nc1ccc(OCC(=O)N2CCOCC2)cc1)c1cc(F)c(F)cc1Cl	1.5	9.2%	-1.3%	-4.2%	0.5	12.6%	7.3%	2.4%	-2.9%
CN1C[C@@H]2[C@@H]3C(=O)N(Cc4ccccc4)C(=O)[C@@H]3[C@](Cc3ccccc3)(C1=O)N2C(=O)c1ccc(C(C)(C)C)cc1	2.6	-17.5%	-2.7%	-2.5%	-0.4	?	-2.1%	7.9%	1.5%
CSc1nnc(C)c(/C=C/Nc2ccc(F)cc2)n1	-0.7	3.8%	-9.4%	5.9%	-0.8	-7.5%	-33.2%	0.2%	-1.0%
Nc1c2c(nc3cccc(Cl)c13)N(c1ccccc1)CC2	6.3	10.4%	-2.9%	-0.4%	0.4	21.5%	0.5%	-4.8%	-8.6%
COC(=O)c1cc(-c2ccccc2)nc2nc(SC)[nH]c(=O)c12	-5.4	5.7%	-12.5%	4.6%	0.5	-6.8%	-1.1%	-4.9%	-6.8%
CC(C)(C)n1nnnc1C(c1cc2cc3c(cc2[nH]c1=O)OCO3)N1CCN(c2ccccc2)CC1 (stereo unspecified)	·	9.0%	-2.3%	1.6%	-0.3	10.5%	-6.2%	3.7%	-0.9%
COc1cc(C(CCN2CCCC2)c2c(OC)cc(OC)c3c(C)cc(=O)oc23)cc(OC)c1OC (stereo unspecified)	-4.1	11.8%	-11.1%	6.1%	0.3	10.9%	7.3%	-7.5%	-0.8%
CC1(C(=O)NS(=O)(=O)c2ccccc2Cl)CCN1C(=O)C1CCCCC1 (stereo unspecified)	5.3	2.0%	-5.7%	3.3%	-0.3	-13.8%	1.4%	3.5%	-0.6%
COc1ccc(C(Cl)=C(c2ccc(OC)cc2)c2ccc(OC)cc2)cc1	14.0	0.3%	0.4%	-7.0%	-0.1	-29.8%	-4.1%	0.3%	-1.6%
Cc1ccc(S(=O)(=O)N2C[C@@H]3CCCC[C@@H]3[C@@H](C)[C@H]2CC(=O)c2ccccc2)cc1	2.4	-15.6%	-8.3%	-7.8%	-0.3	-11.8%	1.6%	3.8%	-1.4%
Cc1noc(C(=O)N2CCN(c3ccc(F)cc3)CC2)c1Cl	-1.4	-9.1%	-8.4%	3.8%	-0.2	-14.2%	0.4%	8.0%	-0.7%
Cc1ccc(C(=O)Nc2nnc(COCCO)s2)cc1	0.9	-16.4%	-12.9%	-9.5%	-0.1	-14.1%	13.6%[57.1 µM]	-14.1%	-7.0%
O=C(NCCCn1ccnc1)/C(=C\c1cccnc1)NC(=O)c1cccc(Br)c1	5.2	17.4%	-15.5%	-6.9%	2.5	·	-32.1%	9.0%	-0.3%
CCn1cc(/C=N\NC(=O)C2(C)CC2(Cl)Cl)c(C)n1 (stereo unspecified)	0.2	-7.5%	-1.7%	7.7%	0.7	-9.0%	1.4%	-11.4%	-6.6%
CN(C)CCCN(C(=O)c1sc2ccccc2c1Cl)c1nc2c(F)cccc2s1	-2.0	26.7%	4.7%	-1.1%	-0.6	6.1%	-11.2%[57.1 µM]	-2.6%	2.4%
O=C(CN1CCN(S(=O)(=O)c2ccc(Cl)cc2)CC1)Nc1ccc2c(c1)OCO2	3.0	-19.5%	26.7µM*	3.4%	-0.1	14.8%	-3.8%	12.5%	17.7%
CC(NC(=O)CNC(=O)c1ccccc1Br)c1cccs1 (stereo unspecified)	2.0	-16.5%	-2.0%	3.3%	0.2	12.4%	3.4%	-2.2%	2.6%
COC(=O)C(C)Sc1nc(NCc2ccccc2)nc(N(C)C)n1 (stereo unspecified)	-13.3	-19.0%	-8.9%	-14.4%	-5.7	22.9%	-24.4%	-16.5%	-0.9%
COCCNCC(=O)Nc1ccc(C)c(S(=O)(=O)N2CCCCC2)c1	8.2	2.4%	-16.5%	2.9%	0.4	35.9%	-10.3%	0.9%	-11.3%
COc1cc(/C=C/c2nc3ccccc3c(=O)[nH]2)ccc1O	-17.5	-16.0%	2.8%	7.1%	-1.6	-33.9%	-1.6%	1.6%	-2.5%
COc1ccc(CNCC(C)NCc2ccc(OC)c(OC)c2)cc1OC (stereo unspecified)	-4.9	-8.3%	-12.6%	1.5%	-1.4	44.9%	2.0%	5.7%	-2.8%
Cn1nnc2cc(C(=O)N3CCC(c4ccccc4)C3)ccc21 (stereo unspecified)	-13.0	9.7%	-5.6%	-4.1%	-3.1	17.3%	1.6%	8.7%	1.2%
CN(CC(=O)NC1CCCCCC1)S(=O)(=O)c1cnc[nH]1	-7.8	-18.9%	-15.2%	-5.0%	4.2	-6.4%	-1.3%	-7.5%	-3.6%
CC1(C)CC(=O)C=C(c2ccc(COC(=O)c3cc(F)cc(F)c3)cc2)C1=O	-6.8	3.8%	-3.9%	-31.5%[inhibitor]	-1.4	19.1%	1.0%	-3.2%	-3.7%
CCN(C(=O)CSc1nnc(-c2ccc(C)cc2)n1N)c1c(N)n(Cc2ccccc2)c(=O)[nH]c1=O	2.2	0.0%	-4.0%	5.2%	0.4	11.7%	-14.5%	2.8%	1.6%
COc1ccc(NC(=O)CCCN2C(=O)C(c3ccccc3)Oc3cccnc32)cc1OC (stereo unspecified)	-7.4	-3.1%	-17.1%	6.2%	-4.7	27.1%&32.9%	3.1%	4.8%&-13.7%	-1.9%
c1ccc2c(CN3CCCCC3)csc2c1	2.8	-10.1%	-3.0%	2.6%	2.7	-10.6%	-3.8%	10.2%	3.1%
Cc1ccccc1C(=O)NC(=S)Nc1sc2c(c1C#N)CCCC2	6.7	-21.2%	?	-0.2%	-4.7	·	-17.1%	-0.5%	-0.8%
CCCCNC(=O)C1(C)CCN1Cc1ccc(C(=O)OCC)cc1 (stereo unspecified)	0.2	3.0%	-1.9%	-8.7%	0.2	-15.0%	-2.6%	-1.6%	-5.5%
